# Bim-Bcl-2 – inhibitors of Bim-Bcl-2 binding, primary screen, biochemical, multiplexed, human Bcl-2 family | Apoptosis regulator Bcl-2 (Homo sapiens), P10415 | Bead-based flow cytometry, Bim peptide-Bcl-2 binding | inhibition, % at 10 µM | 0.06% of 190,000 active | AID 950, 2007; in the data active = inhibition above about 40%; inconclusive = no clear call, values can overlap the other calls;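 also: 0% = no compound wells with probe peptide and 100% = reference peptide inhibitor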
# Target sequence (P10415 whole entry, looked up): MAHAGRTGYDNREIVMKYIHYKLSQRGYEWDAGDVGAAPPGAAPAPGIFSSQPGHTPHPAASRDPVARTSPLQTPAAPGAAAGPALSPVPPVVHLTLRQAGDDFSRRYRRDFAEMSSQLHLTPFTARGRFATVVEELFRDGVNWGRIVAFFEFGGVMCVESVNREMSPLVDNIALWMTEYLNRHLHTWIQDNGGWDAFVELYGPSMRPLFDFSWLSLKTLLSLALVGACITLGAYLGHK
# HRas wt GTP – modulators of GTP binding to HRas wildtype, primary screen, biochemical, bead-based flow cytometry, multiplex | GST-Ras wt beads, Bodipy-FL-GTP binding; actives lie on both sides | GTP binding activity, % at 10 µM | GTPase HRas (Homo sapiens), P01112 | AID 759, 2007 | 0.14% of 190,000 active;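 active = GTP binding activity at least 20% away from the 100% baseline, either lowered as inhibitor or raised as activator; inconclusive = flagged as likely green fluorescent, judged across all proteins in the well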;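 also: 0% = unlabeled GTP competition control and 100% = no-compound control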
# Target sequence (P01112 whole entry, looked up): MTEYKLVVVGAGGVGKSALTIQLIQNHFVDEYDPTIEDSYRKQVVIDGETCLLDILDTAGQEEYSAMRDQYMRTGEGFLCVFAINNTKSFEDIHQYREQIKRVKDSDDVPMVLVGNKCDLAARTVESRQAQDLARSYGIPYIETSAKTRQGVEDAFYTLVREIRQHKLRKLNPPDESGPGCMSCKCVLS
# Bcl-W Bim block – inhibitors of Bim binding to Bcl-W, primary screen, biochemical, multiplexed, bead-based flow cytometry | Bim peptide-Bcl-W binding | inhibition, % at 10 µM | 0.02% of 190,000 active;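 also: 0% = bound tracer without compound and 100% = peptide blocker; higher means less fluorescent Bim peptide bound to Bcl-W beads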
# Rab2A wt mod – modulators of GTP binding to Rab2A wildtype, primary screen, biochemical, dog, bead-based flow cytometry, multiplex; GST-Rab2 wt beads, Bodipy-GTP binding; GTP binding activity, % at 10 µM; 0.19% of 190,000 active; AID 760, 2007;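 active = GTP binding activity at least 20 points away from 100%, either lowered or raised; inconclusive = signal likely due to the compound's own green fluorescence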;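 also: 0% = beads with excess unlabeled GTP and 100% = no-compound control corrected for plate trend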
# Rac1 act GTP bind – GTP binding modulators of activated mutant Rac1, primary screen, biochemical, bead-based flow cytometry, multiplex, fluorescent GTP | percent activity (GTP binding), % at 10 µM | GST-Rac1 activated beads; actives lie on both sides; 100% means binding = to untreated wells | 0.11% of 190,000 active | Ras-related C3 botulinum toxin substrate 1 (Homo sapiens), P63000;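 active = GTP binding at least 20 percentage points away from the 100% baseline, in either direction, so actives lie on both sides; inconclusive = Compound likely fluorescent itself, or too few beads counted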
# Rac1 wt modul – wildtype Rac1 GTP binding modulators, primary screen, biochemical, GST-Rac1 beads, flow cytometry, multiplex; fluorescent GTP binding; actives lie on both sides; 0 = cold GTP competed, 100 = untreated; GTP binding activity (% of control), % at 10 µM; Ras-related C3 botulinum toxin substrate 1 (Homo sapiens), P63000; 0.27% of 190,000 active; AID 757, 2007;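 active = GTP binding activity at least 20 points away from the 100% control level, either lower or higher; inconclusive = compound flagged as likely green fluorescent, judged across all proteins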
# Bcl-B Bim block – inhibitors of Bim-Bcl-B binding, primary screen, biochemical, multiplexed, human Bcl-2 family; 0.073% of 190,000 active; Bcl-2-like protein 10 (Homo sapiens), Q9HD36; bead-based flow cytometry, Bim peptide-Bcl-B binding; inhibition, % at 10 µM;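 also: 0% = tracer peptide without compound and 100% = reference inhibitor peptide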
# Target sequence (Q9HD36 whole entry, looked up): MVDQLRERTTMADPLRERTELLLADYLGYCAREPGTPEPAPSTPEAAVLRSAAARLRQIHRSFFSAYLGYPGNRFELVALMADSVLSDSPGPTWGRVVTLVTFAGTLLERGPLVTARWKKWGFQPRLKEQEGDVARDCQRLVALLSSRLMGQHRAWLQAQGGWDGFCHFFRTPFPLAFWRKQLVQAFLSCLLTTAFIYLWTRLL
# Bfl-1 Bim block – inhibitors of Bim binding to Bfl-1, primary screen, biochemical, multiplexed, bead-based flow cytometry; Bim-Bfl-1 binding inhibition; inhibition, % at 10 µM; 0.12% of 190,000 active;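 also: 0% = wells without compound plus tracer and 100% = blocker peptide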
# Cdc42 wt – modulators of GTP binding to wildtype Cdc42, primary screen, biochemical, multiplex bead flow cytometry, Bodipy-GTP. GST-Cdc42 beads; actives lie on both sides. AID 761, 2007. Cell division control protein 42 homolog (Homo sapiens), P60953. 0.2% of 190,000 active. percent activity (GTP binding), % at 10 µM;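 active = percent activity GTP binding at least 20 points away from the 100% baseline, either down as inhibitor or up as activator; inconclusive = compound flagged as likely green fluorescent from well-wide comparison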;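 also: median bead fluorescence of bound Bodipy-FL-GTP at 100 nM; 0% = excess unlabeled GTP control and 100% = no compound control; below 100% means less GTP binding so inhibitor and above means activator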
# Bcl-XL Bim block – inhibitors of Bim-Bcl-XL binding, primary screen, biochemical, multiplexed, bead flow cytometry, human Bcl-XL; AID 1007, 2008; 0.04% of 190,000 active; Bim peptide-Bcl-XL binding, fluorescence; inhibition, % at 10 µM; Bcl-2-like protein 1 (Homo sapiens), Q07817
# Target sequence (Q07817 whole entry, looked up): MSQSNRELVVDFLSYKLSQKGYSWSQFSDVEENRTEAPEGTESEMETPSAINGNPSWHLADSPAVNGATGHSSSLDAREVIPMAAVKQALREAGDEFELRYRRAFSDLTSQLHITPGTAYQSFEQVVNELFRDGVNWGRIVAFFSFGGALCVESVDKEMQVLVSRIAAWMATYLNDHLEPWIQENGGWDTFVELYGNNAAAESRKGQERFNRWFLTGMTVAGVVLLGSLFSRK
# Rab7 wt modul – modulators of GTP binding to Rab7, primary screen, biochemical, wildtype, multiplex bead flow cytometry. GST-Rab7 beads, fluorescent GTP binding; actives lie on both sides; untreated = 100%, excess cold GTP = 0%. GTP binding activity (percent of control), % at 10 µM. 0.055% of 190,000 active. AID 758, 2007;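 active = fluorescent GTP binding to Rab7 beads changed by at least 20 points from the 100% baseline, either direction, mostly lower; inconclusive = compound itself probably fluorescent, or too few beads counted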;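 also: median green fluorescence of bound Bodipy-FL-GTP per Rab7 bead population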
# The depositor's hits bear a star; ? = inconclusive. Rule as the data show it, unless noted: active = inhibition above about 40%.
# A first look (two entries):
SMILES,Bim-Bcl-2,HRas wt GTP,Bcl-W Bim block,Rab2A wt mod,Rac1 act GTP bind,Rac1 wt modul,Bcl-B Bim block,Bfl-1 Bim block,Cdc42 wt,Bcl-XL Bim block,Rab7 wt modul
CCC1CCCCN1CCCNC(=O)CCCOc1cc(=O)n(C)c2ccccc12 (stereo not given),0.0,98.0,2.0,99.0,96.0,100.0,-6.0,-3.0,95.0,0.0,97.0
CN(CCc1cnn(C)c1)Cc1cn(C)nc1-c1ccccc1F,2.0,98.0,0.0,99.0,97.0,98.0,1.0,5.0,95.0,0.0,100.0

# All compounds of this part, from the first entry:
SMILES,Bim-Bcl-2,HRas wt GTP,Bcl-W Bim block,Rab2A wt mod,Rac1 act GTP bind,Rac1 wt modul,Bcl-B Bim block,Bfl-1 Bim block,Cdc42 wt,Bcl-XL Bim block,Rab7 wt modul
CCC1CCCCN1CCCNC(=O)CCCOc1cc(=O)n(C)c2ccccc12 (stereo not given),0.0,98.0,2.0,99.0,96.0,100.0,-6.0,-3.0,95.0,0.0,97.0
CN(CCc1cnn(C)c1)Cc1cn(C)nc1-c1ccccc1F,2.0,98.0,0.0,99.0,97.0,98.0,1.0,5.0,95.0,0.0,100.0
CCc1cccc2c(C(=O)COC(=O)C3=NNC(=O)CC3)c[nH]c12,0.0,97.0,1.0,95.0,96.0,101.0,1.0,-2.0,97.0,2.0,97.0
COc1c(C)cc(C(=O)C2CCCN(C(=O)c3ccc4[nH]ccc4c3)C2)cc1C (stereo not given),-1.0,97.0,-5.0,94.0,93.0,99.0,-4.0,-10.0,95.0,-6.0,102.0
CC(=O)N(c1ccccc1)C1SC(=O)N(c2ccccc2)C1=O (stereo not given),-7.0,101.0,1.0,101.0,101.0,104.0,-7.0,-14.0,104.0,-16.0,102.0
CCOC(=O)C1=C(C)NC2=C(C(=O)CCC2)C1c1coc2ccccc2c1=O (stereo not given),-6.0,97.0,1.0,97.0,96.0,99.0,-6.0,-8.0,98.0,6.0,100.0
Fc1ccccc1CNC(=S)Nc1ccc(Cl)cc1,-12.0,102.0,-6.0,100.0,100.0,105.0,-16.0,-16.0,107.0,-12.0,102.0
Cc1ccc(C(O)CN2C3=NCCN3c3ccccc32)cc1 (stereo not given),6.0,95.0,7.0,98.0,99.0,97.0,4.0,9.0,97.0,8.0,95.0
CN(C)CCCC(C)(O)C(C)(C)c1ccccc1 (stereo not given),0.0,102.0,-1.0,103.0,97.0,104.0,-5.0,0.0,98.0,-3.0,106.0
CN1C(=O)NC(c2cccc(O)c2)C(C(=O)c2cccs2)C1(O)C(F)(F)F (stereo not given),-11.0,103.0,-2.0,103.0,99.0,104.0,-9.0,-15.0,105.0,-2.0,104.0
COc1cc(CN2CC(=O)N(c3ccc(C)cc3)C2=S)cc(OC)c1OC,-4.0,99.0,-6.0,99.0,100.0,100.0,-10.0,-6.0,98.0,-7.0,95.0
CCCNC(=O)c1ccccc1NC(=O)c1ccccc1SC,3.0,100.0,0.0,96.0,98.0,99.0,2.0,2.0,99.0,0.0,95.0
COc1ccc(OCC(=O)NCCc2c[nH]c3ccccc23)cc1,-6.0,93.0,0.0,93.0,93.0,93.0,-1.0,-2.0,93.0,0.0,95.0
CCCCC(=O)Nc1cccc(-c2csc(-c3ccccc3)n2)c1,0.0,104.0,-2.0,101.0,103.0,99.0,-3.0,0.0,99.0,-1.0,101.0
C=CCn1c(C)cc(C(=O)CN2C(=O)c3ccccc3C2=O)c1C,-1.0,?,-1.0,?,?,?,-1.0,-1.0,?,-3.0,?
Cc1ccc(-n2c(SCC(=O)OC(C)C)nnc2-c2cnccn2)cc1,-6.0,101.0,4.0,102.0,100.0,105.0,-7.0,-11.0,103.0,0.0,102.0
COc1ccc(Cn2c(-c3ccc(C)cc3)nc3c(c(=O)c4ccccc4n3C)c2=O)cc1,-3.0,98.0,-4.0,96.0,96.0,108.0,-10.0,-3.0,94.0,-7.0,101.0
O=C(CN1C(=O)c2ccccc2S1(=O)=O)NCc1ccco1,-1.0,96.0,2.0,97.0,94.0,100.0,0.0,-5.0,98.0,1.0,96.0
CCOc1ccc2oc(C(=O)NCC(C)(C)CN(C)C)c(C)c2c1,2.0,99.0,2.0,100.0,95.0,100.0,0.0,-6.0,96.0,0.0,106.0
O=C(CN1CCN(Cc2ccccc2)CC1)NCCNc1ccc([N+](=O)[O-])cn1,0.0,102.0,1.0,103.0,98.0,106.0,3.0,-1.0,105.0,0.0,104.0
CSc1ccccc1NC(=S)NC1CCCCC1,-4.0,96.0,-2.0,97.0,96.0,96.0,-3.0,-8.0,94.0,-4.0,103.0
CC(C)N(Cc1nc(-c2ccc3c(c2)OCO3)no1)CC1CCC(=O)N1 (stereo not given),-2.0,101.0,-1.0,99.0,98.0,103.0,-4.0,-8.0,98.0,1.0,106.0
Cn1c(NCc2ccccc2)nc2c1c(=O)n(Cc1ccc(Br)cc1)c(=O)n2C,-3.0,100.0,-1.0,103.0,98.0,100.0,-4.0,-2.0,98.0,-2.0,102.0
COc1ccc(S(=O)(=O)NN=C2CCCCC2)cc1,0.0,99.0,2.0,97.0,97.0,99.0,0.0,0.0,98.0,-4.0,95.0
Cc1nn(CC(=O)NCc2cc3ccccc3[nH]2)c(C)c1[N+](=O)[O-],-1.0,98.0,0.0,99.0,100.0,104.0,0.0,0.0,99.0,0.0,104.0
COC(=O)c1ccc(NCC(=O)N2CCCCCC2)cc1,0.0,99.0,0.0,102.0,93.0,94.0,-3.0,-3.0,96.0,-1.0,106.0
Nc1n[nH]c2cc(=O)n(-c3cccc(C(F)(F)F)c3)nc12,-6.0,98.0,1.0,97.0,97.0,105.0,0.0,-3.0,102.0,-1.0,99.0
CC(C)Cn1c(CN(Cc2ccccc2)Cc2ccccc2)nc2c1c(=O)n(C)c(=O)n2C,-7.0,99.0,1.0,98.0,99.0,101.0,-8.0,-11.0,96.0,-5.0,101.0
COc1ccc(Cl)cc1NC(=S)N1CCC(c2ccc(C)cc2)C1 (stereo not given),-6.0,97.0,0.0,96.0,95.0,96.0,-4.0,-4.0,95.0,-3.0,105.0
CCc1cccc(CC)c1NC(=S)NCC(c1cccnc1)N(C)C (stereo not given),-4.0,93.0,0.0,92.0,94.0,90.0,-5.0,-3.0,92.0,-5.0,94.0
CCOC(=O)c1ccc(N2CSC3=C(C#N)C(c4ccc(OC)cc4OC)CC(=O)N3C2)cc1 (stereo not given),-8.0,99.0,-1.0,99.0,99.0,100.0,-13.0,-6.0,98.0,-3.0,97.0
Cc1ccccc1CSCC(=O)c1c(N)n(C)c(=O)n(C)c1=O,-11.0,101.0,0.0,99.0,98.0,99.0,-6.0,-9.0,99.0,1.0,100.0
Cc1cc(/C=N/NC(=O)c2ccccn2)c(C)n1-c1cccc([N+](=O)[O-])c1,-1.0,98.0,0.0,99.0,94.0,98.0,-4.0,-3.0,94.0,-2.0,104.0
COc1cccc(/C(O)=C2\C(=O)C(=O)N(c3ccccn3)C2c2ccccc2OC)c1 (stereo not given),-7.0,99.0,-4.0,100.0,99.0,102.0,-6.0,-5.0,103.0,-9.0,99.0
CS(=O)(=O)N(CC(=O)Nc1cccnc1)c1ccc2c(c1)OCCO2,2.0,93.0,0.0,92.0,91.0,91.0,0.0,3.0,93.0,8.0,92.0
COc1ccccc1NC(=O)/C=C1\NC(=O)CS1,-4.0,97.0,-4.0,99.0,95.0,98.0,-4.0,-9.0,96.0,-3.0,105.0
CC(=O)c1cc(C#N)c(NCc2cc(-c3ccccc3)no2)nc1C,-4.0,98.0,0.0,94.0,94.0,101.0,-1.0,-9.0,92.0,-1.0,102.0
Cc1cc(OCC(=O)NC(C)C)cc(C)c1Cl,21.0,100.0,-1.0,100.0,101.0,101.0,-6.0,0.0,101.0,-6.0,98.0
CC(/C=C/c1ccc2c(c1)OCO2)=N/NC(=O)c1cccnc1,-8.0,101.0,-14.0,97.0,99.0,105.0,-13.0,-10.0,100.0,-17.0,100.0
O=C(NCc1ccco1)C(=O)NCC(c1ccco1)N1CCOCC1 (stereo not given),-2.0,94.0,0.0,98.0,93.0,95.0,-1.0,-4.0,96.0,-3.0,109.0
Cc1ccc(CC(=O)Nc2ccccc2-c2ccccc2)cc1C,0.0,101.0,1.0,100.0,101.0,102.0,0.0,4.0,99.0,-5.0,99.0
Cn1cccc1-c1nc2ccc(NC(=O)c3ccc([N+](=O)[O-])cc3)cc2[nH]1,-4.0,98.0,-2.0,99.0,98.0,103.0,-4.0,-9.0,98.0,-8.0,98.0
Cc1cc(Br)ccc1SCC(=O)OCC(=O)NC1CCCC1,-2.0,102.0,0.0,103.0,99.0,100.0,-10.0,-1.0,100.0,-2.0,102.0
CCC(=O)Nc1ccc(S(=O)(=O)c2ccc(NC(=O)CC)cc2)cc1,1.0,98.0,2.0,96.0,97.0,97.0,0.0,0.0,100.0,0.0,95.0
c1ccc(CSc2nnc(Cc3ccccn3)o2)cc1,1.0,102.0,0.0,101.0,98.0,101.0,0.0,0.0,101.0,0.0,104.0
C=C(C)C(=O)Nc1cccc(C(C)=O)c1,-1.0,102.0,5.0,102.0,99.0,105.0,-4.0,-8.0,104.0,8.0,102.0
COc1ccc(/C(C)=N\n2cnnc2)cc1,-2.0,99.0,1.0,97.0,96.0,100.0,0.0,0.0,97.0,1.0,98.0
O=C1CCCC2=C1C(c1cccs1)CC(=O)N2c1ccc(F)cc1 (stereo not given),4.0,95.0,-1.0,97.0,93.0,94.0,2.0,6.0,91.0,0.0,103.0
O=C(NC1CCCC1)C(c1c[nH]c2ccccc12)N(C(=O)Cn1nnc(-c2ccc(Cl)cc2)n1)c1ccccc1 (stereo not given),0.0,97.0,-2.0,97.0,97.0,99.0,0.0,2.0,99.0,-3.0,95.0
CC(C)C(O)C1CCN(Cc2nc(Cc3ccccc3Cl)no2)CC1 (stereo not given),-5.0,98.0,1.0,98.0,93.0,97.0,-4.0,-5.0,96.0,-1.0,103.0
COc1c(C)cc(C(=O)C2CCCN(Cc3cccc4nccnc34)C2)cc1C (stereo not given),-2.0,98.0,-2.0,97.0,95.0,98.0,-7.0,-5.0,97.0,-2.0,96.0

# From PubChem BioAssay
